Screening results (PubChem BioAssay)
IDE act – human IDE activators in live cells, primary screen, fluorescence polarization, HEK cells, FAbeta-B substrate | 340,000 compounds, 0.073% hits | Insulin-degrading enzyme (Homo sapiens), P14735 | activation, % at 5.96 µM | AID 493087, 2011 | FAbeta-B cleavage; 0% vehicle, 100% cell-free pure enzyme wells;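 active = activation above the mean of all tested compounds plus 3 SD, set per screening campaign, cut at about 17% in these data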
UBC9 SUMO inh – inhibitors of in vitro SUMOylation cascade, primary screen, biochemical, HTRF, uHTS. inhibition, % at 35 µM. SUMO-conjugating enzyme UBC9 (Homo sapiens), P63279. 290,000 compounds, 0.36% hits. HTRF SUMOylation assay, SAE1/SAE2 + UBC9; in the data active = inhibition above about 50%, passing the limit was not always enough; also: strong numbers were not always called active
FID counter – compounds displacing fluorescent DNA intercalator, primary screen, artefact control for HCV NS3 helicase inhibitor project, biochemical, FID fluorescence; DNA fluorescent intercalator displacement; inhibition, % at 7.9 µM; 290,000 compounds, 0.17% hits; in the data active = inhibition above about 37%;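 also: 0% = vehicle and 100% = reference compound; higher means more ethidium bromide displaced from hairpin DNA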
IDE inh – human IDE inhibitors in live cells, primary screen, fluorescence polarization, HEK cells, FAbetaB substrate; Insulin-degrading enzyme (Homo sapiens), P14735; FAbetaB cleavage; inhibition, % at 5.59 µM; 320,000 compounds, 0.41% hits;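 active = percent inhibition above the average of all tested compounds plus 3 SD, set per screening campaign, cut at about 16% in these data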;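 also: IDE supplied by intact live HEK cells; FP after avidin binding of uncleaved biotin substrate so inhibition keeps polarization high; 0% = DMSO wells and 100% = 60 µM reference IDE inhibitor Ii1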
PfM18AAP inh – PfM18AAP inhibitors, malaria aminopeptidase, primary screen, biochemical, QFRET, recombinant enzyme; H-Glu-NHMec fluorogenic cleavage; inhibition, % at 7.35 µM; M18 aspartyl aminopeptidase (Plasmodium falciparum 3D7); 290,000 compounds, 1.2% hits;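 active = inhibition above the campaign mean inhibition over all tested compounds plus 3 SD, cut at about 28% in these data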;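 also: 0% = plate median of test compound wells and 100% = 2 mM ZnCl2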
p-CIP stab down – p/CIP-EGFP fusion destabilizers, primary screen, fluorescence, F442A cells; Q05BA5; 16 h; decrease of EGFP signal, % at 10 µM; 290,000 compounds, 0.01% hits;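 active = EGFP signal decrease of at least 30% at 10 µM or well 3 SD below plate mean, unless failing retest; inactive = the rest, including hits failing retest or dose response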; also: some compounds called inactive have numbers as strong as hits; many of its hits are not listed in these tables
Target sequence (Q05BA5 1-1403): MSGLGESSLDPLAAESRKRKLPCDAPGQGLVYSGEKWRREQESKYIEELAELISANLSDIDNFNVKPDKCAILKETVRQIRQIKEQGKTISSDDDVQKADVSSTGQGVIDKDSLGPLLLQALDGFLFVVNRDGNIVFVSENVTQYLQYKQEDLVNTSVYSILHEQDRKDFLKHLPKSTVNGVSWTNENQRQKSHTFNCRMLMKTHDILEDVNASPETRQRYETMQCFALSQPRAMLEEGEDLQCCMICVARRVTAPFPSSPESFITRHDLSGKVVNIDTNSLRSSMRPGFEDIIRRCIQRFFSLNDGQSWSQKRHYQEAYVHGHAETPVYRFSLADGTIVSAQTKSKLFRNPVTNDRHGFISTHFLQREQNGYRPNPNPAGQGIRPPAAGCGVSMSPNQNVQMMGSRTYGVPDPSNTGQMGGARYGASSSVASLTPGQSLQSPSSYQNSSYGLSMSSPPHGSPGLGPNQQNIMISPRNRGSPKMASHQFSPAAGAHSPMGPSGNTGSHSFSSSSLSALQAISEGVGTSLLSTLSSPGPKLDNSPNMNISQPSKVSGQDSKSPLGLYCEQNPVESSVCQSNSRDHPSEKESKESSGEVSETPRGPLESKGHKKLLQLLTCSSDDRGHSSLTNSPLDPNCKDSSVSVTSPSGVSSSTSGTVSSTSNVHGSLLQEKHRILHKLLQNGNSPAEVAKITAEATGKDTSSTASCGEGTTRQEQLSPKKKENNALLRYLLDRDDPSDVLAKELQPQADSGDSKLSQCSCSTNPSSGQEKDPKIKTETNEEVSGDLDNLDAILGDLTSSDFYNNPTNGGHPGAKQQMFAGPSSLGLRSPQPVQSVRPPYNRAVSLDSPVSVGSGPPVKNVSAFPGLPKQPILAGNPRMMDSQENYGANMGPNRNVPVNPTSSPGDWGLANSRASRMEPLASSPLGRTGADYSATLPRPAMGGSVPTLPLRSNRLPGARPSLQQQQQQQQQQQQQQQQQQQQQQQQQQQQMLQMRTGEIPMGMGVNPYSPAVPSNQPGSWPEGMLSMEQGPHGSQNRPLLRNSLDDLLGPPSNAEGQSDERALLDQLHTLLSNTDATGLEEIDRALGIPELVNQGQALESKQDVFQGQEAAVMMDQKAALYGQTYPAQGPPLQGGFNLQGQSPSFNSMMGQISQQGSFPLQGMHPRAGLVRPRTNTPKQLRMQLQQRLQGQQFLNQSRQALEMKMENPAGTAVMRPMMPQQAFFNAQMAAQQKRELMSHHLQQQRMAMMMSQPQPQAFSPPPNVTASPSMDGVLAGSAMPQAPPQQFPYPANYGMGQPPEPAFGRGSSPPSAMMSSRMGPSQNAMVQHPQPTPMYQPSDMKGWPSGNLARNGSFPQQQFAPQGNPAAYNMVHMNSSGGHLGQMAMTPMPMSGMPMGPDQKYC
IMP-1 inh – IMP-1 metallo-beta-lactamase inhibitors, primary screen, biochemical, epi-absorbance readout, Pseudomonas aeruginosa enzyme | metallo-beta-lactamase IMP-1 (Pseudomonas aeruginosa) | purified IMP-1, nitrocefin hydrolysis, epi-absorbance fluorescence | inhibition, % at 5.6 µM | 290,000 compounds, 0.45% hits;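 active = inhibition above the mean plus 3 SD of all compounds in the same screening run, cut at about 4.5% in these data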;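 also: 0% = IMP-1 with DMSO and 100% = DMSO wells lacking enzyme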
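System: purified IMP-1 / Input: IMP-1 dispensed at 0.2 nM / Medium: 50 mM HEPES pH 7.1, 50 µM ZnSO4, 0.05% Brij 35 / Timing: 15 min enzyme–compound preincubation, then 25 min nitrocefin reaction, 25 °C / Technique: plate fluorescence quenching by hydrolysis product, ex 480/em 530 nm / Repeats: singlicate testing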
VIM-2 inhibitor – VIM-2 metallo-beta-lactamase inhibitors, primary screen, biochemical, epi-absorbance readout, Pseudomonas aeruginosa enzyme | purified VIM-2, nitrocefin hydrolysis, epi-absorbance fluorescence | inhibition, % at 5.6 µM | 290,000 compounds, 0.89% hits;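 active = inhibition above the mean of all tested compounds plus 3 SD, cutoff set per screening run, cut at about 7.5% in these data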;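 also: red hydrolysis product quenches plate fluorescence so inhibitors raise well fluorescence; 0% = enzyme with DMSO and 100% = DMSO without enzyme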
NS3 helicase inh – inhibitors of HCV NS3 helicase, primary screen, biochemical, Cy5 molecular beacon fluorescence; NS3 helicase DNA unwinding; AID 1800, 2009; Hepatitis C virus NS3 helicase; inhibition, % at 10.9 µM; 290,000 compounds, 0.56% hits;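 active = inhibition above the mean of all tested compounds plus 3 SD, set per campaign, cut at about 35% in these data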;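 also: 0% = DMSO wells and 100% = thioflavine S control wells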
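Compound dosing – single dose, 10.9 µM nominal final, DMSO 0.8% final · System – NS3 helicase fragment of HCV · Buffer or medium – MOPS pH 6.5, MgCl2, DTT, Tween20, BSA · Signal – Cy5 beacon fluorescence read at start and 1 h · Also added – annealed dual-labelled DNA beacon duplex, ATP-started · Schedule – 1 h at 25 °C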
Numbers without * were called inactive; / = no result given. Compounds were not picked by outcome, and some 3.6% of all compounds hit somewhere here.

Start of the data: the first 6 records, to show the layout:
SMILES	IDE act	UBC9 SUMO inh	FID counter	IDE inh	PfM18AAP inh	p-CIP stab down	IMP-1 inh	VIM-2 inhibitor	NS3 helicase inh
CCOC(=O)CC1COc2ccccc2N1C(=O)c1cccc([N+](=O)[O-])c1 (stereo unspecified)	3	13	-24	-3	-3	-11	-3.7	1.8	6
O=C(CCCl)Nc1nc2c(s1)CCc1ccccc1-2	3	23	-11	0	2	-16	-1.9	0.3	-8
Nc1cccc(C(=O)Nc2ccco2)c1	5	1	0	8	0	-13	-3.0	-1.2	-2
CCOC(=O)c1sc2nc(C)nc(Nc3ccccc3)c2c1C	1	-2	0	2	2	14	-1.5	1.1	-8
COc1ccc(NC(=S)N2CCCC(c3nc4ccc(C)cc4[nH]3)C2)c(OC)c1 (stereo unspecified)	-2	2	2	8	7	-4	-2.2	-1.3	-16
COc1ccc(NS(=O)(=O)c2ccc(O)c(C(=O)OCC(=O)N3CC(C)OC(C)C3)c2)cc1 (stereo unspecified)	-1	-7	-15	-5	1	2	-2.4	1.9	1

The whole of this part, from the start:
SMILES	IDE act	UBC9 SUMO inh	FID counter	IDE inh	PfM18AAP inh	p-CIP stab down	IMP-1 inh	VIM-2 inhibitor	NS3 helicase inh
CCOC(=O)CC1COc2ccccc2N1C(=O)c1cccc([N+](=O)[O-])c1 (stereo unspecified)	3	13	-24	-3	-3	-11	-3.7	1.8	6
O=C(CCCl)Nc1nc2c(s1)CCc1ccccc1-2	3	23	-11	0	2	-16	-1.9	0.3	-8
Nc1cccc(C(=O)Nc2ccco2)c1	5	1	0	8	0	-13	-3.0	-1.2	-2
CCOC(=O)c1sc2nc(C)nc(Nc3ccccc3)c2c1C	1	-2	0	2	2	14	-1.5	1.1	-8
COc1ccc(NC(=S)N2CCCC(c3nc4ccc(C)cc4[nH]3)C2)c(OC)c1 (stereo unspecified)	-2	2	2	8	7	-4	-2.2	-1.3	-16
COc1ccc(NS(=O)(=O)c2ccc(O)c(C(=O)OCC(=O)N3CC(C)OC(C)C3)c2)cc1 (stereo unspecified)	-1	-7	-15	-5	1	2	-2.4	1.9	1
N#Cc1nc(-c2ccccc2)oc1NCCN1CCCCC1	4	32	2	-3	10	-4	1.1	1.4	3
CN(C)c1nc(-c2cccnc2)nc(-c2ccc(Cl)cc2)c1C#N	-1	-1	2	5	2	-5	-2.6	-5.1	4
CNC(=O)Nc1ccc(S(N)(=O)=O)cc1	1	19	2	0	-15	-4	-1.8	-1.0	-3
O=C(Nc1ccc(F)cc1)Nc1cnccn1	-2	23	-3	-4	-14	-21	-3.0	-0.2	7
COc1cccc2c(C)c(C(=O)O)[nH]c12	5	22	-5	3	0	-2	0.1	0.9	25
CCCc1[nH]nc2c1C(c1ccoc1)C(C#N)=C(N)O2 (stereo unspecified)	-2	-2	-1	2	1	-8	-0.7	0.3	-16
O=c1[nH]c(S)nc2sc3c(c12)CCCC3	-11	-3	-12	1	7	-5	-1.6	-4.7	34
CC(C)CN(CC(C)C)CC(O)COc1ccc([N+](=O)[O-])cc1 (stereo unspecified)	-1	-11	9	0	-1	8	-1.8	-0.8	-7
Cc1nnc2c3ccccc3c(-c3cccs3)nn12	0	2	-8	2	-1	12	-2.3	28*	13
CCn1c(SCC(=O)NC(=O)c2ccccc2OC)nc2ccccc21	-1	11	-15	4	2	-9	-4.8	-3.0	10
COc1ccc(OC)c(NC(=O)c2ccc(-c3cccs3)cc2)c1	-3	2	-12	-2	-15	-8	-2.6	-2.5	17
COc1ccccc1/C=C/C(=O)NCc1cccnc1	3	13	-4	5	7	-7	-2.6	-2.0	9
O=C(Nc1ccnn1C1CCN(Cc2cccc(OCCO)c2)CC1)c1cccc(F)c1	3	-3	3	-2	0	4	-1.3	-1.8	-36
O=C(NCc1ccco1)C(=O)NCc1ccccc1Cl	-1	-9	-18	9	0	-4	-1.9	-7.7	0
Cc1ccc(N/C=C/C(=O)c2ccccc2)cc1C	1	-12	-9	-1	8	0	-4.1	1.3	-8
CCN(CC)S(=O)(=O)c1ccc(N)cc1	0	-16	4	7	-1	-29	-0.6	-1.3	1
CCCn1cnc2cc(NC(=O)c3cccs3)ccc21	5	-2	-5	2	0	4	-1.5	1.3	-1
C[C@]12CCC(=O)C=C1C=C[C@@H]1[C@@H]2CC[C@@]2(C)[C@H]1CC[C@@]21CCC(=O)O1	3	6	-38	/	-2	2	-2.1	-1.8	4
CN1C(=O)c2ccc(C(=O)Nc3cccnc3)cc2C1=O	2	4	-3	/	-2	-5	-2.2	-1.1	-2
CCn1cc(C(=O)N[C@H](C(=O)NCCCN2CCOCC2)C(C)C)c(=O)c2cc3c(cc21)OCO3	3	8	-3	5	-3	3	-0.9	2.8	0
COC(=O)COc1ccc(S(=O)(=O)N2CCOCC2)cc1	6	28	1	2	-7	2	-1.1	-0.3	0
O=C(Cc1cn2ccsc2n1)OCc1ccccc1	4	18	-2	-3	0	-22	-0.2	-4.4	6
CCC(C(=O)OCC(=O)Nc1cccc(C(C)=O)c1)c1ccccc1 (stereo unspecified)	0	-4	-19	7	-1	-4	-2.8	-0.2	-2
O=C(CSc1nnc(NC(=O)c2c(F)cccc2F)s1)Nc1ccc(F)cc1	0	11	-12	-1	-3	-8	-0.1	-0.2	-8
CCC1S/C(=N/N=C/c2cccs2)NC1=O (stereo unspecified)	4	34	-5	-8	4	-5	-2.7	-4.5	3
CC(C)C1Oc2ccccc2N(CC(=O)N(C)C2CCCCC2)C1=O (stereo unspecified)	8	-8	-38	3	-3	3	-4.2	-2.8	1
O=C(O)CCNS(=O)(=O)c1ccc2c(c1)OCCCO2	0	1	-1	-8	3	-8	-2.9	-2.1	25
CC(C)c1nc(SCc2ccccn2)c2c(=O)n(C)c(=O)n(C)c2n1	3	-2	-14	-3	-14	-9	-0.3	1.7	-6
CC(=O)Nc1ccc(Cl)cc1C1COC(=O)C1=N (stereo unspecified)	2	1	-4	10	1	-5	-1.1	-1.4	1
COc1cc(=O)[nH]c(SCC(=O)Nc2nc3c(s2)CCCC3)n1	4	11	-10	-2	-1	-14	-3.4	-2.4	7
O=S(=O)(c1ccccc1Cl)N1CCCC1c1nc(-c2cccc(Cl)c2)no1 (stereo unspecified)	3	-5	-11	2	1	-4	-2.5	-1.1	-11
CN(C(=O)c1ccccn1)C1(C(=O)NC2CCCCC2)CCCCC1	3	-4	-3	2	-4	-2	-0.4	-1.7	1
CCC(=O)NNc1ncnc2c1cnn2-c1cccc(C)c1	-2	4	7	3	14	13	-3.3	-0.1	-1
O=C(O)CCCC(=O)N1N=C(c2c(-c3ccccc3)c3cc(Cl)ccc3[nH]c2=O)CC1c1cccs1 (stereo unspecified)	4	17	-48	-2	-4	-4	-3.6	-1.9	25
CCCCNC(=O)c1nn2c(C(F)(F)F)cc(-c3ccc(OC)cc3)nc2c1Br	3	4	-7	4	-8	-7	-5.0	-2.4	4
Cc1nc(SCC(C)C)[nH]c(=O)c1Cc1ccccc1	0	19	-11	-5	-4	-4	-2.0	-1.2	-4
O=[N+]([O-])c1ccc(Cl)c(S(=O)(=O)/N=C(/c2ccccc2)N2CCOCC2)c1	3	-2	-1	1	2	3	-2.4	-1.4	-8
CCc1nnc(NC(=O)c2ccc(OC)cc2)s1	-4	11	-4	3	-2	-7	-1.5	0.6	-9
COc1ccc(CC(=O)Nc2ccc(-c3cn4ccccc4n3)cc2)cc1	7	27	-2	8	-9	-19	-1.5	-3.5	-4
C[C@H](NC(=O)c1ccc(Br)cc1)C(=O)NCc1ccc(S(N)(=O)=O)cc1	1	6	-2	-1	-9	-13	-0.9	-2.2	0
O=c1c2cn[nH]c2[nH]c(=S)n1-c1ccccc1Cl	0	9	3	3	37*	-7	-1.9	-1.8	-6
CN(c1ccc(C(=O)NCc2ccncc2)cc1)S(=O)(=O)c1ccc(Cl)cc1	-1	4	-17	4	5	-2	-1.0	-2.9	-2

3 compounds drawn at random from the list so far, as already listed:
SMILES	IDE act	UBC9 SUMO inh	FID counter	IDE inh	PfM18AAP inh	p-CIP stab down	IMP-1 inh	VIM-2 inhibitor	NS3 helicase inh
C[C@]12CCC(=O)C=C1C=C[C@@H]1[C@@H]2CC[C@@]2(C)[C@H]1CC[C@@]21CCC(=O)O1	3	6	-38	/	-2	2	-2.1	-1.8	4
N#Cc1nc(-c2ccccc2)oc1NCCN1CCCCC1	4	32	2	-3	10	-4	1.1	1.4	3
Nc1cccc(C(=O)Nc2ccco2)c1	5	1	0	8	0	-13	-3.0	-1.2	-2

The list continues:
SMILES	IDE act	UBC9 SUMO inh	FID counter	IDE inh	PfM18AAP inh	p-CIP stab down	IMP-1 inh	VIM-2 inhibitor	NS3 helicase inh
COC(=O)C1=C(C)Nc2ncnn2C1c1ccc(OCc2ccccc2)cc1 (stereo unspecified)	1	17	-6	0	-6	6	-2.6	-4.7	12
COc1ccc(OC)c(C(=O)N2CCC(CCC(=O)NC3CC3)CC2)c1	3	4	-17	4	2	-7	-3.8	-2.9	-1
COC(=O)C1=C(C)OC(N)=C(C#N)C1c1cc(OC)ccc1OC (stereo unspecified)	-1	22	-6	8	2	-10	-1.8	-3.2	-3
CCOCCCNC(=S)N1C2CCC1CC(NC(=O)Nc1ccc(C(=O)OCC)cc1)C2 (stereo unspecified)	3	-5	-24	1	9	-8	-1.2	0.0	-5
CC1CCC(C(C)C)C(OCC(O)CN2CCOCC2)C1 (stereo unspecified)	0	5	10	5	-2	-3	-5.3	-4.5	0
Cc1ccc(NC(=O)C2=C(c3ccccc3)S(=O)(=O)CCS2(=O)=O)cc1	-8	18	1	10	-10	11	-2.5	-1.0	38*
Cc1nc(-c2nnc(SCC(=O)Nc3cc(C(F)(F)F)cc(C(F)(F)F)c3)n2C)cs1	0	12	-7	3	2	9	-0.9	-1.2	6
